AMA1-RON2 inh: inhibitors of Plasmodium falciparum AMA1-RON2 interaction; AlphaScreen AMA1-biotinylated RON2 peptide binding; Potency, µM (doses to about 58.2 µM), without a hit: top-dose activity change, negative = inhibition, usual class: inhibitors; hit rate 0.2% among 360,000; AID 720542;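 further: potency means the concentration at half of the fitted maximal effect; 0% = vehicle wells and -100% = peptide control; nearly all actives have a fitted effect of over 45% in size; some results filed as inactive show a strong effect at the top dose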
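AMA1 (3D7) with his tag at 25 nM final met compounds first, then biotinylated RON2 peptide at 25 nM; detection used donor plus acceptor beads, 10 µg/mL apiece, read by AlphaScreen after 30 min at room temperature.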
Sm TGR block: blocks Schistosoma mansoni thioredoxin glutathione reductase. purified TGR, DTNB reduction, TNB absorbance 405 nm. Potency, µM (series often up to 114 µM), for the others: at the top dose activity change, negative = inhibition, actives largely listed as inhibitors. hit rate 3% among 360,000; further: potency means the concentration at half of the fitted maximal effect; nearly all actives have a fitted effect of over 60% in size
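TGR 20 nM + NADPH 100 uM (dispensed conc.), cpd preinc 15 min RT; start with NADPH (500 uM addition) then DTNB (15 mM addition). Kinetic TNB absorbance, 405 nm filter. Four-parameter Hill fit across titration.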
HCMV antiviral: inhibitors of human cytomegalovirus; activity change, negative = inhibition, % at 57.5 µM; AID 1259415; hit rate 4.5% among 410,000; HFF cells, HCMV-luciferase reporter, 72 h; hits give low values; in the data active means activity change below about -60%; inconclusive means no clear call, values can overlap the other calls; inactive means above about -39%
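Compounds were evaluated in HFFs infected with an HCMV luciferase reporter virus (MOI 1 PFU/cell). Luciferase in lysates collected 72 h post infection served as the replication measure.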
LmPK inhibitor: LmPK (Leishmania mexicana) enzyme inhibition. purified LmPK, Kinase-Glo ATP luminescence, 1 h. Potency, µM (highest dose often 57.5 µM), for inactives: at the highest dose activity change, negative = inhibition, usual class: inhibitors. hit rate 0.37% among 290,000. AID 1721; further: potency means the concentration at half of the fitted maximal effect
Target sequence (Q27686 whole entry, looked up): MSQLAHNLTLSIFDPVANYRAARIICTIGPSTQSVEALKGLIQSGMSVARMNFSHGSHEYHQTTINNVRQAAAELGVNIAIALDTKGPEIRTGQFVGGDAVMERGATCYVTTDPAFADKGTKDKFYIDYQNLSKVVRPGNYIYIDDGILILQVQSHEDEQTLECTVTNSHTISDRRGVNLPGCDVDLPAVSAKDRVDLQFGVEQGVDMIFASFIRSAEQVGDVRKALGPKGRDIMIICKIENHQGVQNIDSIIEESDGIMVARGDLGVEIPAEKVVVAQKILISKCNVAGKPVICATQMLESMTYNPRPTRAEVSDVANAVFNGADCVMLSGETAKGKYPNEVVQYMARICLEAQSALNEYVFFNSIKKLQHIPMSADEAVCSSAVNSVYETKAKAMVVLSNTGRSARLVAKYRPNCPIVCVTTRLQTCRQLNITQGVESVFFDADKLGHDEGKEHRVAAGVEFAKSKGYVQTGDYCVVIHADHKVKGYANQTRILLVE
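In 50 mM imidazole pH 7.2 with 7 mM MgCl2, LmPK (0.1 nM) turned over PEP (0.5 mM) and ADP (0.1 mM) for 1 h at room temperature. Luciferase read-out of ATP.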
AmpC detergent: blocks E. coli AmpC beta-lactamase in detergent assay | P00811 | AmpC hydrolysis of nitrocefin, absorbance 480 nm, 0.01% Triton | Potency, µM (series often up to 114 µM), without a hit: at the highest dose activity change, negative = inhibition, most hits filed as inhibitors | hit rate 0.041% among 370,000;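 further: potency means the concentration at half of the fitted maximal effect; 0% = no-compound wells and -100% = no-enzyme wells; nearly all actives have a fitted effect of over 25% in size; some results filed as inactive show a strong effect at the top dose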
Target sequence (P00811 whole entry, looked up): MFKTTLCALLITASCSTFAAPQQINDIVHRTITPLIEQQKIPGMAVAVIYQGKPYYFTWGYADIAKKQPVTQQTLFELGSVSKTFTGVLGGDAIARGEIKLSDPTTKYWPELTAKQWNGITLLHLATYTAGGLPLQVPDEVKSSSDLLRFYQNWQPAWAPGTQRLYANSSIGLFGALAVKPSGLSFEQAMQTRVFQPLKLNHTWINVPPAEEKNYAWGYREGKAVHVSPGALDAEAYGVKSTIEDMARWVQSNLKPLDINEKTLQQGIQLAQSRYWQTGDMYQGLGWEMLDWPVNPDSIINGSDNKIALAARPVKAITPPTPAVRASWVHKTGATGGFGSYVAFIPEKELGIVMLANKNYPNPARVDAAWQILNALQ
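20 mM phosphate pH 7.0 + 0.01% (detergent screen) or 0.0001% Triton X-100; 5.3 nM AmpC reagent; cpd preinc 15 min RT; nitrocefin (800 uM stock) to start; A480 q20 s × 4 min; Activity was normalised to no-enzyme and no-compound control wells.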
AmpC inh no detg: AmpC beta-lactamase inhibition without detergent; AID 485341; Potency, µM (top dose mostly 57.1 µM), inactives show at the highest dose activity change, negative = inhibition, actives largely listed as inhibitors; hit rate 0.52% among 330,000; AmpC nitrocefin hydrolysis, absorbance 480 nm, 0.0001% Triton;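 further: potency means the concentration at half of the fitted maximal effect; plate controls were no compound for no effect and no enzyme for full effect; nearly all actives have a fitted effect of over 20% in size; some results filed as inactive show a strong effect at the top dose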
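AmpC (5.3 nM in the dispensed reagent) in 20 mM phosphate pH 7.0 with 0.01% (detergent screen) or 0.0001% Triton X-100 was preincubated with compounds for 15 min at room temperature. Nitrocefin was then added from an 800 uM solution, and hydrolysis was followed at 480 nm.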
Tb PYK inh: blocks Trypanosoma brucei pyruvate kinase. AID 624173. TbPYK enzyme, Kinase-Glo Plus ATP luminescence, 45 min. Q57TT1. Potency, µM (doses to about 76.8 µM), without a hit: at the highest dose activity, negative = inhibition, hits mostly inhibitors. hit rate 0.12% among 410,000; further: potency means the concentration at half of the fitted maximal effect; nearly all actives have a fitted effect of over 50% in size
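Enzyme and substrate buffer are dispensed first and compound is pin-transferred. ADP at 130 uM final then starts the reaction, which runs 45 min at room temperature. Detection reagent is added for 10 min before luminescence is imaged.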
* hit, by the source's call; ? = inconclusive; nt = no result given; & = joins results of further samples; [ ] = remark or other dose. Unless noted, the call rests on the fitted dose curve; in most records, active means well fitted curve in the direction sought with a large enough effect; inconclusive means small, poorly fitted or top-dose-only effect, or another doubt; inactive means no such curve, though single readings can be large; an effect the other way counts as inactive or inconclusive. Unless noted, on the % scale 0 is the no-effect control and ±100 the full control effect.

entry	canonical_smiles	AMA1-RON2 inh	Sm TGR block	HCMV antiviral	LmPK inhibitor
1	CCCC(=O)N=C1SC2CS(=O)(=O)CC2N1c1ccc(-c2nc3ccc(C)cc3s2)cc1 (stereo unspecified)	13%	7%	52	7%
2	COc1ccc(C(=O)NCC(C)C)c(OC)c1	-22%	3%	-29	0%
3	COc1ccccc1/C=C1\SC(=S)N(CCC(=O)NC2=NCCS2)C1=O	-11%	-7%	-31	-1%
4	O=c1ccc2cc3ccoc3c(O)c2o1	7%	nt	23	nt
5	COC(=O)c1cc2oc3ccccc3c2n1CC(=O)Nc1ccc(F)c(Cl)c1	nt	-1%	-16	nt
6	Cc1ccc(C(=O)N/C(=C\c2cn(S(=O)(=O)N(C)C)c3ccccc23)C(=O)N2CCCC2)cc1	-10%	3%	-96*	5%
7	COc1ccc(S(=O)(=O)N2CCCCCC2)cc1C(=O)N(C)CCOc1ccccc1	92%[activator]	3%	-18	nt
8	O=S(=O)(Cc1ccccc1)N1CCN(Cc2ccc(Br)cc2)CC1	-8%	-28%	?	-16%

entry	AmpC detergent	AmpC inh no detg	Tb PYK inh
1	1%	-21%	-3%
2	-6%	-9%	-17%
3	-4%	-48%	-2%
4	nt	-16%	-7%
5	1%	nt	0%
6	1%	138%[activator]	-7%
7	2%	170%[activator]	-11%
8	7%	-3%	-11%

(continued)
entry	canonical_smiles	AMA1-RON2 inh	Sm TGR block	HCMV antiviral	LmPK inhibitor
9	O=C1c2oc3ccccc3c(=O)c2C(c2cccc(O)c2)N1c1ccccn1 (stereo unspecified)	6%	5%	3	13%
10	Cc1c(C(=O)NCC2CCCO2)oc2ccccc12 (stereo unspecified)	3%	3%	172	nt
11	COCCCn1c(SCC(N)=O)nnc1-c1ccccc1	-4%	14%[11.4 µM]	40	10%
12	COc1cccc(OC(=O)CSc2nnc(-c3cccs3)o2)c1	nt	-2%	31	nt
13	Cc1cc(C)n2nc(C(=O)Nc3ccc(S(=O)(=O)N4CCCC4)cc3)nc2n1	10%	1%	-22	-2%
14	Cc1ccccc1C(=O)NC(=S)Nc1ccc(S(=O)(=O)N2CCN(C)CC2)cc1	-11%	2%	?	2%
15	Cn1c(=O)c2c(nc(N3CCOCC3)n2CCSc2ncccn2)n(C)c1=O	10%	-3%	8	1%
16	CC(=O)c1ccc(Nc2nc(C(N)c3ccccc3Cl)cs2)cc1 (stereo unspecified)	78%[activator]	nt	2	nt

entry	AmpC detergent	AmpC inh no detg	Tb PYK inh
9	-10%	-16%	3%
10	8%	-5%	1%
11	-16%	-18%	4%
12	24%	nt	-2%
13	1%	-1%	2%
14	-2%	91%[activator]	-9%
15	?	-4%	-6%
16	nt	nt	-6%

Additional compounds
entry	canonical_smiles	AMA1-RON2 inh	Sm TGR block	HCMV antiviral	LmPK inhibitor
17	COc1cccc(/C=N\NC(=O)C2C(=O)NCC2c2ccccc2)c1O (stereo unspecified)	8%	-21%	25	2%
18	Cc1c(NC(=O)CSc2nccn2C)c(=O)n(-c2ccccc2)n1C	0%	0%	0	-3%
19	c1ccc(-c2nc(N3CCCCC3)nc3ccccc23)cc1	255%[activator]	7%	28	8%
20	COc1ccccc1-n1cnnc1SCC(=O)NC1CCS(=O)(=O)C1 (stereo unspecified)	29%	9%	-18	3%
21	COCc1cc(=O)[nH]c(-c2ccccc2)n1	-1%	-8%	29	-3%
22	Cc1ccc(NC(=O)Nc2ccc3nc(N4CCN(C)CC4)cc(C)c3c2)cc1F	nt	3%	1	nt
23	COCCn1c(SCC(=O)c2cc(C)ccc2C)nc2cc(C(=O)NC3CCCC3)ccc2c1=O	nt	-2%	-5	nt
24	CCCCNC(=O)C(C)N(CCN(C)C)C(=O)CCCCCN1C(=O)NC(c2ccc(Cl)cc2)C(C(=O)OCc2ccccc2)=C1C (stereo unspecified)	0%	nt	?	nt

entry	AmpC detergent	AmpC inh no detg	Tb PYK inh
17	-2%	-23%	5%
18	-9%	-9%	0%
19	0%	-21%	5%
20	5%	-23%	4%
21	-7%	-16%	-13%
22	20%	nt	-9%
23	3%	nt	-6%
24	nt	209%[activator]	0%

Compounds above containing fluorine, in the order listed:
entry	canonical_smiles	AMA1-RON2 inh	Sm TGR block	HCMV antiviral	LmPK inhibitor
5	COC(=O)c1cc2oc3ccccc3c2n1CC(=O)Nc1ccc(F)c(Cl)c1	nt	-1%	-16	nt
22	Cc1ccc(NC(=O)Nc2ccc3nc(N4CCN(C)CC4)cc(C)c3c2)cc1F	nt	3%	1	nt

entry	AmpC detergent	AmpC inh no detg	Tb PYK inh
5	1%	nt	0%
22	20%	nt	-9%

Going on with the list:
entry	canonical_smiles	AMA1-RON2 inh	Sm TGR block	HCMV antiviral	LmPK inhibitor
25	COc1ccccc1CN1CCNC(=O)C1CC(=O)NCCOc1cccnc1 (stereo unspecified)	9%	-24%	78	-2%
26	O=C(CCCSc1nnnn1-c1ccccc1)c1ccc(F)cc1	nt	15%	nt	2%
27	C#Cc1ccc(NC(=O)C2(C)CCN2C(=O)c2ccccc2CCc2ccccc2)cc1 (stereo unspecified)	-8%	nt	-5	nt
28	COC(=O)c1cc2occc2n1Cc1nc(-c2cccc(Br)c2)oc1C	nt	-4%	6	nt
29	O=C(Nc1cccc(Cl)c1N1CCOCC1)c1ccco1	-2%	5%	?	-1%
30	COC(=O)Cn1c(=O)c2cccn2c2cccnc21	nt	-3%	-30	nt
31	COc1ccc(Oc2cc(C(F)(F)F)nc(N(C)C)n2)cc1	18%	1%	-19	0%
32	COCCn1c(SCC(=O)Nc2cc(C)cc(C)c2)nc2ccccc2c1=O	0%	5%	3	2%

entry	AmpC detergent	AmpC inh no detg	Tb PYK inh
25	-3%	-2%	-3%
26	2%	-12%	nt
27	nt	nt	-4%
28	21%	nt	-3%
29	-3%	25%	-8%
30	3%	nt	4%
31	-11%	79%	5%
32	?	54%	-3%

Next section:
entry	canonical_smiles	AMA1-RON2 inh	Sm TGR block	HCMV antiviral	LmPK inhibitor
33	Cc1ccc(CC(CC(=O)O)C(=O)NCC23CC4CC(CC(C4)C2)C3)cc1 (stereo unspecified)	13%	-5%	-22	0%
34	CCc1cccc(CC)c1NC(=S)NCc1ccc2c(c1)OCO2	10%	1%	7	-1%
35	CC1C(=O)C(C)C(c2ccc(Br)cc2)NC1c1ccc(Br)cc1 (stereo unspecified)	0%	-6%	?	3%
36	CCOc1cc(-c2c(C#N)c(N)nc3c2CCCC3C)ccc1O (stereo unspecified)	-1%	-14%	-10	1%
37	O=C(c1ccc(Cl)cc1)c1coc2ccc(O)cc12	-11%	2%	45	-1%
38	CCC1CCCCN1CCCNC(=O)Cn1cnc2sc(C)c(S(=O)(=O)N3CC(C)CC(C)C3)c2c1=O (stereo unspecified)	23%	-5%	nt	-1%
39	CCCOc1ccc(C2C(=O)N(C3CCC(C)CC3)CC(=O)N2Cc2cccc(OC)c2)cc1OC (stereo unspecified)	nt	26%	10	nt
40	CNC[C@H]1Oc2ccc(NC(=O)Nc3ccc(OC)cc3)cc2C(=O)N([C@@H](C)CO)C[C@H]1C	-16%	nt	nt	nt

entry	AmpC detergent	AmpC inh no detg	Tb PYK inh
33	-4%	-9%	-1%
34	-1%	-9%	-8%
35	-6%	-13%	-10%
36	-16%	-24%	8%
37	?	-38%	1%
38	0%	30%	-9%
39	9%	nt	1%
40	nt	103%[activator]	0%

(further entries)
entry	canonical_smiles	AMA1-RON2 inh	Sm TGR block	HCMV antiviral	LmPK inhibitor
41	CCOC(=O)C1CCN(c2cc3c(cc2NC(=O)c2ccc(OC)c(OC)c2)n(C)c(=O)n3C)CC1	-5%	-21%&-5%	0&6	9%
42	O=C(CSc1nnc2ccccn12)N1CCc2ccccc21	2%	0%	79	-2%
43	Cc1cccc2cc(CN(Cc3ccccc3)C(=O)N(C)C)c(=O)[nH]c12	-5%	4%	14	0%
44	O=c1c2c(ncn2C2CCCC2)n(Cc2ccccc2)c(=O)n1CCOc1ccccc1	-9%	-2%	19	-6%
45	CCOc1ncccc1C(=O)OCc1cn2cc(Cl)ccc2n1	18%	-32%	-3	0%
46	C[C@]12c3[nH]c4ccc(Cl)cc4c3CCN1C(=O)[C@@H](CC(=O)NCCN1CCOCC1)C[C@@H]2C(=O)N1CCCCC1	-17%	nt	-26	nt
47	COc1cc(N2CCCC2)c(OC)cc1/C=C1/NC(=S)NC1=O	-22%	-10%	-27	-2%
48	CCOc1ccccc1Nc1ncnc2c1cnn2-c1ccc(C)cc1	nt	8%	-36	nt

entry	AmpC detergent	AmpC inh no detg	Tb PYK inh
41	-4%&-6%	17%	-6%&0%
42	9%	-9%	1%
43	8%	-10%	-2%
44	-9%	6%	-2%
45	-10%	-11%	-3%
46	nt	257%[activator]	3%
47	-4%	-37%	-19%
48	6%	nt	1%

Further records:
entry	canonical_smiles	AMA1-RON2 inh	Sm TGR block	HCMV antiviral	LmPK inhibitor
49	CCCCCc1cc(=O)[nH]c(=S)[nH]1	36%[activator]	-10%	26	0%
50	COCCn1c(SCC(=O)Nc2ccccc2OC)nc2c(oc3ccccc32)c1=O	0%	5%	-63*	2%
51	O=C(Oc1ccccc1)c1cccc(COC(=O)c2cnccn2)c1	0%	12%	?	2%
52	Cc1cccc(NC(=O)CN2C(=O)N/C(=C\c3ccccc3OCc3ccc(C(=O)O)cc3)C2=O)c1	4%	-2%	17	-1%
53	Cc1ccc2nc(-c3cccc(Br)c3)cc(C(=O)NC3CC3)c2c1	6%	8%	-39	0%
54	NC(=O)Nc1ccc(Cl)cc1	5%	12%	-10	2%
55	N#Cc1c(NC(=O)c2cccnc2)sc2c1CCC2	-18%	-23%	45	-3%
56	COc1ccccc1N(C)S(=O)(=O)c1ccc(C(=O)Nc2ccc(C(N)=O)cc2)cc1	-4%	nt	-5	nt
57	O=C(CCN1CCOCC1)NNC(=S)NC(=O)c1ccccc1	76%[activator]	-16%	-35	4%[11.5 µM]

entry	AmpC detergent	AmpC inh no detg	Tb PYK inh
49	1%	-14%	-9%
50	-3%	91%[activator]	-1%
51	1%	43%	1%
52	?	-29%	-3%
53	1%	-16%	-1%
54	0%	-13%	-11%
55	-1%	-26%	-9%
56	nt	-33%	-1%
57	4%	-17%	-19%

Source: PubChem
